# GAA850 FXN act = frataxin GAA850 promoter activation | HEK293 lucGAA850 FXN promoter luciferase reporter, 24 h; percent of 10 µM SAHA response | activation, % at 6 µM | 360,000 tested, 0.56% active | AID 540364;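 active = activation above the average of all compounds screened plus 3 SD, cutoff fixed separately per campaign, cut at about 7.5% in these data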;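 also: 0% = DMSO wells and 100% = 10 µM SAHA wells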
# SMARCA2 act = activators of SMARCA2 function. activation, % at 9.1 µM. MG213 cells, MMTV-luciferase reporter, dexamethasone, overnight. AID 652017. 370,000 tested, 1% active; in the data active = activation above about 7.8%;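 also: 0% = vehicle wells and 100% = reference activator wells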
# ADAM17 inh = ADAM17 inhibition, QFRET primary screen; P78536; recombinant ADAM17, EDANS/DABCYL FRET peptide cleavage; inhibition, % at 6.95 µM; 370,000 tested, 0.83% active; AID 720648;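 active = inhibition above the mean of compounds lying between control limits plus 3 SD, set per campaign, cut at about 8.5% in these data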;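 also: 0% = DMSO-only wells as the low control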
# NPR1 activator = GC-A (human) enzyme activation | HEK293 GC-A cells, cGMP TR-FRET, EC30 ANP; 0% at EC30 ANP, 100% saturating ANP | 370,000 tested, 0.14% active | P16066 | AID 1671463 | activation, % at 10 µM; in the data active = activation above about 40%
# ADAM10 inh = ADAM10 inhibition, QFRET primary screen; recombinant ADAM10, EDANS/DABCYL FRET peptide cleavage, 3 h; inhibition, % at 7 µM; 370,000 tested, 0.62% active; AID 720582;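 active = inhibition above a per-campaign cutoff equal to the mean of compounds falling between control-based bounds plus 3 SD, cut at about 20% in these data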;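 also: 0% = DMSO wells while the 100% control is not disclosed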
# Target sequence (O14672 214-748 limits assumed): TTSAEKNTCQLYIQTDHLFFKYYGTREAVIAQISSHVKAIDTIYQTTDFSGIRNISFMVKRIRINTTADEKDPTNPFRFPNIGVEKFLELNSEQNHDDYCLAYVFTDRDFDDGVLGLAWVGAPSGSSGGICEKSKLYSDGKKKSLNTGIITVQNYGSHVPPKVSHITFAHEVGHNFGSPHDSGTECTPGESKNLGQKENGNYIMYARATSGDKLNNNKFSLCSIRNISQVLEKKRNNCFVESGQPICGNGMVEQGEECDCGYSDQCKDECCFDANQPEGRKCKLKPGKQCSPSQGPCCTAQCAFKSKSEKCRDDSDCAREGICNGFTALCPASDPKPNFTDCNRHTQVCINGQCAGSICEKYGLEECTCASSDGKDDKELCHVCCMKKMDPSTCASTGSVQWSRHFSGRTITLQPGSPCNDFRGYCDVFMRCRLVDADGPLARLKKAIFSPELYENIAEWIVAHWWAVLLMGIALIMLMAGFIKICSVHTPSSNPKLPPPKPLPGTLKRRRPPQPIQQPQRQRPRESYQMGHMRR
# DAX1 inh-1 = inhibitors of DAX1 repression of SF-1 activated StAR promoter. HEK293T StAR-luciferase reporter, SF-1/DAX-1 repression relief. inhibition, % at 6.8 µM. 370,000 tested, 1.1% active. AID 652010;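 active = inhibition above the mean over all tested compounds plus 3 SD, cut at about 3.6% in these data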;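 also: 0% = DAX-1 cells with DMSO and 100% = cells lacking DAX-1 with DMSO; higher inhibition means more luminescence from relief of DAX-1 repression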
# DAX1 inh-2 = inhibitors of human orphan nuclear receptor DAX1 (NR0B1); P51843; 340,000 tested, 0.99% active; AID 504766; HEK293 Gal4-DAX1 luciferase reporter, luminescence; inhibition, % at 6.75 µM;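 active = inhibition above the mean over all tested compounds plus 3 SD, cut at about 4.2% in these data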;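 also: 0% = DAX1-transfected cells with DMSO and 100% = empty-vector control cells with DMSO; inhibition shows as a rise in luminescence from relieved DAX1 repression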
# Target sequence (P51843 207-470 limits assumed): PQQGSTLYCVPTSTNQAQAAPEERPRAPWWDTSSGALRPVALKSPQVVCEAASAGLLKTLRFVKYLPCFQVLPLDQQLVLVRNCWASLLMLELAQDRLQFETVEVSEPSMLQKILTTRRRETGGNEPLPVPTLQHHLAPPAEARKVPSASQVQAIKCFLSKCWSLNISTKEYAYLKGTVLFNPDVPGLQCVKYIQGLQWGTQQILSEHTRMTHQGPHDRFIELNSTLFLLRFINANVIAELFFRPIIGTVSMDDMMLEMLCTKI
# hcDAF12 agonist = activators of H. contortus DAF-12 nuclear receptor; AID 652067; 370,000 tested, 1.4% active; HEK293 hcDAF-12 lit1-tk-luc reporter, luminescence; 0% DMSO, 100% Δ7-dafachronic acid; activation, % at 6.8 µM;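 active = activation above the mean of all tested compounds plus 3 SD, cut at about 5.5% in these data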;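 also: 100% = response to 3 µM Δ7-dafachronic acid high control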
# hgDAF-12 ag = activates the H. glycines DAF-12 receptor ligand-binding domain. activation, % at 6.8 µM. 370,000 tested, 1.8% active. HEK293 GAL4-hgDAF12 UAS-luciferase reporter, agonist luminescence; normalized to butyrate control;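 active = activation above a cutoff set at the mean of all screened compounds plus 3 SD, cut at about 10% in these data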;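 also: 0% = DMSO wells and 100% = sodium butyrate wells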
# PG9 binder = small molecules binding HIV-1 gp120 antibody PG9. TR-FRET gp120-PG9 antibody binding. inhibition, % at 6.7 µM. 360,000 tested, 0.43% active; in the data active = inhibition above about 8.5%
# ssDAF12 agonist = S. stercoralis DAF-12 activation, primary screen. activation, % at 6.8 µM. 370,000 tested, 1% active. AID 652126. HEK293 ssDAF-12/GRIP1 lit1-tk-luc reporter, luminescence; % of 3 µM dafachronic acid response;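 active = activation above the mean over all tested compounds plus 3 SD, cut at about 0.9% in these data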;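 also: 0% = DMSO-only wells and 100% = 3 µM delta7-dafachronic acid wells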
# * hit, by the source's call; i = inactive; · = no result given; & = joins results of further samples.
SMILES,GAA850 FXN act,SMARCA2 act,ADAM17 inh,NPR1 activator,ADAM10 inh,DAX1 inh-1,DAX1 inh-2,hcDAF12 agonist,hgDAF-12 ag,PG9 binder,ssDAF12 agonist
NS(=O)(=O)c1ccc(NC(=O)/C=C/c2ccco2)cc1,1.2,0,0,-2,-3,-0.5,1.6,-0.8,-2.2,0.8,-1.8
CC(C)C(C(=O)Nc1ncn[nH]1)N1C(=O)c2ccccc2C1=O (stereo not drawn),1.0,0,-3,1,-5,-0.2,0.8,-0.8,1.6,-0.3,-1.4
CC(C)c1ccc(C2NC(=O)c3ccccc3O2)cc1 (stereo not drawn),4.2,3,-10,0,-22,0.9,0.8,2.4,4.7,0.6,-0.9
Cc1cnc(NC(=O)NCC2CCCC(CNC(=O)Nc3ncc(C)s3)C2)s1 (stereo not drawn),-1.3,-2,2,-6,14,0.2,-2.0,-2.1,0.7,-2.8,-1.3
CCOC(=O)C1CCN(C(=O)CCc2nc3ccccc3[nH]2)CC1,-0.3,2,1,-5,3,0.0,-0.3,-1.4,-1.1,-1.1,-0.7
CCCc1nc2c(sc3nc4c(cc32)COC(C)(C)C4)c(=O)n1Cc1ccco1,1.2,0,-7,9,-14,-1.2,-0.4,-1.1,-0.8,-2.4,-1.4
CCC1CSC(Nc2ccc(C(=O)/C=C/c3ccc(Oc4ccccc4)cc3)cc2)=N1 (stereo not drawn),0.6,-3,-1,3,4,-0.9,-2.4,-0.2,4.9,-1.6,-1.5
Cc1cc(C(=O)N2CCCC(Nc3ccc(F)cc3)C2)n(C)n1 (stereo not drawn),4.5,2,-7,3,-7,1.2,2.8,-0.9,-3.2,-0.1,-1.3
COc1cc(NC(=S)NC(=O)CCc2ccccc2)cc(OC)c1,2.0,-2,5,-2,9,2.4,-0.2,0.7,0.0,-0.9,-1.3
CN1C(=O)Cc2cc(S(=O)(=O)N3CCOCC3)ccc21,-3.2,-4,2,2,-8,0.0,2.0,1.6,-1.1,-0.3,-0.9
O=c1nc(-c2ccccc2)n(-c2ccccc2)c2ncccc12,0.4,4,1,2,3,-0.6,0.6,0.1,-0.9,-0.4,-1.6
CCCCN(CC)CCNC(=O)c1cc2c(-c3ccccc3F)nn(C)c2s1,-0.4,0,-54,-32,-167,1.2,0.8,1.7,-0.8,1.2,-0.8
O=S(=O)(c1ccccc1)N1CCC(O)(CSc2ccc(F)cc2)CC1,0.8,-7,-4,6,-5,-2.3,-3.0,-3.7,-4.1,0.3,-2.4
CN1CCN(C(=O)c2ccc(CNS(=O)(=O)c3cccc(Cl)c3)cc2)CC1,1.3,-3,5,1,-7,0.1,0.8,-1.2,-1.2,1.8,-0.9
COc1ccc2c(C=Nc3c(C)n(C)n(-c4ccccc4)c3=O)c(O)n(Cc3ccco3)c(=O)c2c1,-1.3&-4.0,0&0,-4&2,12&1,-4&-3,-0.5&0.4,-1.4&-0.6,-0.6&-2.2,1.0&-1.0,-1.8&-5.0,-0.5&-1.6
CC1CCN(CCC(=O)Nc2ccccc2)CC1,-1.1,-5,-2,7,-6,-0.3,2.2,-0.1,-1.4,0.8,-0.5
CC(=O)c1ccc(OCc2cc(C(=O)N3CCC(c4ccncc4)CC3)no2)cc1,-1.0,-2,-6,1,4,-5.9,-2.6,-4.2,-4.6,-3.3,-1.7
O=C1NC(=O)/C(=C\c2ccsc2)N1,2.2,-2,3,-5,2,-0.3,-0.5,-1.5,-1.8,-2.2,-0.5
C[C@H](CO)N1C[C@H](C)[C@@H](CN(C)C(=O)NC2CCCCC2)Oc2c(NS(=O)(=O)c3cccs3)cccc2C1=O,-1.6,0,-3,-2,-4,-0.1,-0.5,0.0,1.7,-0.7,-1.3
Cc1ccc(C)c(N2CCN(S(=O)(=O)c3ccc(-c4ccc(=O)[nH]n4)o3)CC2)c1,-0.8,-4,5,-12,7,0.7,-0.1,-1.6,-0.5,-2.6,-1.0
CC(=O)c1sc(-c2ccc(Cl)cc2)cc1N,2.4,-2,-29,31,-79,0.6,1.0,0.7,3.0,0.2,-0.9
CCc1nnc(NC(=O)CSc2nnc(-c3c[nH]c4ccccc34)n2CCOC)s1,-3.6,-2,2,0,8,0.2,0.3,0.0,-2.5,-2.8,-1.0
O=C(O)c1cccc2c1C(=O)c1ccc(N3CCN(Cc4ccc5c(c4)OCO5)CC3)cc1S2(=O)=O,-1.4,-3,-1,0,-15,-1.8,0.1,0.2,-1.5,2.3,-0.5
CC(C)(CO)NCC#Cc1ccccc1,1.3,3,0,-1,-7,0.8,2.9,-0.1,0.6,-0.8,-0.3
O=C(CCCN1C(=O)/C(=C/c2ccco2)SC1=S)Nc1ccccc1C(=O)O,-1.1,-4,-5,-5,-8,1.0,-0.6,0.4,-0.3,-0.2,-1.6
O=C(CSc1nnc(-c2cccs2)o1)c1cccc([N+](=O)[O-])c1,·,4,0,2,1,-0.3,·,-0.7,-2.6,·,-1.4
Cc1ccc2nc(NCC(N)=O)nc(-c3ccccc3)c2c1,·,1,-426,4,i,-0.6,·,-0.5,-0.8,-1.1,-0.4
CN(C)c1ccc(/C=N/Nc2nncc3ccccc23)cc1,4.0,3,3,-6,-5,3.6,2.1,8.0*,14*,-7.5,1.4*
CC(C(=O)OCC(=O)c1ccccc1)N1C(=O)C2C3CCC(C3)C2C1=O (stereo not drawn),0.6,-4,0,3,-5,0.7,-0.9,0.8,-0.5,-0.3,-1.1
O=C(C[C@H]1C(=O)N(CCc2ccccc2)C[C@@H]1Cc1ccccc1)Nc1ccc(Br)cc1,-0.7,-1,4,-1,16,-1.6,-0.2,-0.6,0.8,-1.1,-0.9
CCOc1cc(CNc2ccc(N3CCOCC3)cc2)cc(Br)c1OCC,0.7,7,-2,-6,-4,-0.7,-0.8,-1.7,-3.3,-3.0,-1.6
CC(C)(C)c1ccc(-c2n[nH]c(=S)n2CCCN2CCOCC2)cc1,3.1,-3,0,-4,-3,-0.3,-1.1,-1.4,0.2,2.6,-0.8
COc1ccc(CCNC(=O)COC(=O)C2=NNC(=O)CC2)cc1,0.2,-2,-1,0,-2,-2.4,0.6,2.1,-0.4,-1.6,-1.3
COc1ccc2c(CC(=O)Nc3ccc(OC)c(NS(=O)(=O)c4ccc(F)cc4)c3)coc2c1,-1.5,3,-1,1,2,-0.8,0.5,2.0,-0.7,-0.1,-0.8
NC(=O)c1ccc(Cn2c(C(=O)c3cc(Cl)c(N)c(Cl)c3)c3ccccc3[n+]2[O-])cc1,-0.9,1,0,5,-1,-0.6,1.6,2.6,-0.4,-0.8,0.3
Cc1ccc(S(=O)(=O)Nc2cc(=O)[nH]c(SCC(=O)Nc3cccc(C(F)(F)F)c3)n2)cc1,2.3,-3,-1,2,4,0.0,-0.8,-0.9,-0.7,-0.7,-1.3
O=C(CCc1ccccc1)NNC(=O)c1ccc(Cl)cc1,2.6,7,4,5,13,0.3,-0.1,-1.3,-0.9,-0.5,-1.3
CCCCNC(=O)CCc1nc2cccnc2n1Cc1ccccc1,-1.4,-1,-2,3,0,-0.2,0.8,-0.7,-0.2,-0.7,-1.0
Cc1nc(N(CCO)C2CCCCC2)c2nnn(Cc3ccccc3)c2n1,3.3,-3,-1,6,9,-1.0,-0.4,-3.0,-3.1,-0.7,-1.9
CCOc1ccccc1NC(=O)CN(c1ccc(C)cc1)S(=O)(=O)c1c(C)n[nH]c1C,-0.6,2,6,-7,15,-1.1,-0.7,0.3,-2.2,-2.3,-1.1
CCOC(=O)C1(C)Oc2ccccc2C(c2ccc(OC)cc2)=C1C(=O)OC (stereo not drawn),-0.7,-2,0,-5,5,-1.0,-0.4,-2.6,-5.2,1.1,-1.3
Cc1cc(Nc2ccc3c(c2)OCCO3)n2nc(C)nc2n1,-2.5,1,6,2,-11,-2.0,0.4,-1.8,-3.6,1.5,-1.2
O=C(Nc1ccccc1N1CCOCC1)C1CCN(S(=O)(=O)c2ccc(F)cc2)CC1,-1.1,-2,-4,-6,-2,-0.3,0.7,0.1,3.0,0.1,-1.3
CC(C)c1ccc(-c2cc(C(=O)NN3CCN(C)CC3)c3ccccc3n2)cc1,6.4,1,-17,3,-64,2.1,-1.6,7.3*,8.5,0.2,0.7
CCOC(=O)C1CCN(CCC(=O)Nc2ccc(C)c(C)c2)CC1,0.4,3,4,-2,-5,0.1,2.7,-1.4,-0.3,0.3,-0.5
Cc1nc(C(F)(F)F)ccc1C(=O)Nc1ccccc1N1CCOCC1,0.7,0,0,-2,2,2.5,0.3,0.4,-0.2,1.0,-0.4
CC1(c2nnnn2Cc2ccccc2)CCC(=O)N1Cc1cccnc1 (stereo not drawn),·,0,-2,3,-8,0.0,·,-0.9,1.6,-1.4,-1.0
COc1ccc(Cc2c(-c3ccccc3)nc3cc(C)c(Br)c(C)n23)c(C)c1,·,-1,3,-1,0,-0.7,·,3.8,4.0,1.0,0.2

# Arranged by value in ADAM10 inh (descending): some entries from above.
Structure	SMARCA2 act	ADAM17 inh	NPR1 activator	ADAM10 inh	DAX1 inh-1	DAX1 inh-2	hcDAF12 agonist	PG9 binder	ssDAF12 agonist
Cc1nc(C(F)(F)F)ccc1C(=O)Nc1ccccc1N1CCOCC1	0	0	-2	2	2.5	0.3	0.4	1.0	-0.4
CC(C(=O)OCC(=O)c1ccccc1)N1C(=O)C2C3CCC(C3)C2C1=O (stereo not drawn)	-4	0	3	-5	0.7	-0.9	0.8	-0.3	-1.1
CCCc1nc2c(sc3nc4c(cc32)COC(C)(C)C4)c(=O)n1Cc1ccco1	0	-7	9	-14	-1.2	-0.4	-1.1	-2.4	-1.4

# (further entries)
SMILES,GAA850 FXN act,SMARCA2 act,ADAM17 inh,NPR1 activator,ADAM10 inh,DAX1 inh-1,DAX1 inh-2,hcDAF12 agonist,hgDAF-12 ag,PG9 binder,ssDAF12 agonist
COCCn1c(=O)c2c(nc3n2CCCN3CCc2ccc(OC)c(OC)c2)n(C)c1=O,1.7,-2,-3,-3,3,0.1,-0.6,2.5,-0.8,0.7,-0.8
CN(C(=O)c1cccc(NC(=O)C2CCCN(C(=O)OC(C)(C)C)C2)c1)C1CCC1 (stereo not drawn),0.0,0,2,-2,6,-1.2,-2.5,-3.2,-3.0,-0.1,-1.7
O=C1N2CCCCC1(Sc1ccccc1)CCC2 (stereo not drawn),·,3,1,4,6,2.4,·,0.2,2.1,0.6,-1.0
CCCCn1c(N)c(N(CC(C)C)C(=O)CSCC(=O)Nc2ccc(C)cc2)c(=O)[nH]c1=O,2.0,-5,6,2,-23,0.5,0.1,-0.8,-2.1,-0.4,-1.2
CCOC(=O)C1CCN(C(=O)c2ccc3c(c2)NC(=O)/C(=C/c2ccccc2)S3)CC1,2.9,-3,0,13,9,-0.1,-1.5,-0.7,0.5,0.8,-0.6
COCC(=O)Nc1c(I)c(C(=O)NCC(O)CO)c(I)c(C(=O)N(C)CC(O)CO)c1I (stereo not drawn),-0.6,-1,-2,2,-4,1.6,-0.2,-0.5,0.8,-0.7,-1.3
CC1Sc2ccc(S(=O)(=O)N3CCN(c4cccc(Cl)c4)CC3)cc2NC1=O (stereo not drawn),-2.5,-3,-1,-32,10,-0.4,-0.5,-1.9,-0.6,-0.6,-1.2
O=C(Nc1ccc(C(=O)NCC2CCN(Cc3ccccc3F)CC2)cc1)C1=CSCCO1,-0.1,1,-6,5,2,-0.4,0.4,-2.0,0.1,-2.1,-0.8

# Compound activity (PubChem BioAssay)

# Hits appear at their usual frequency; about 6.8% have a hit in one of these screens.
